ELG1 repair inh: qHTS screen for small molecules that inhibit ELG1-dependent DNA repair in human embryonic kidney (HEK293T) cells expressing luciferase-tagged ELG1 | HEK293T ELG1-luciferase reporter, luminescence, 16 h; DNA damage induced by 5-fluorouridine | Potency, µM (highest dose often 46.1 µM), for inactives: at the highest dose activity change, negative = inhibition, actives largely listed as inhibitors | 330,000 tested, 2.3% active | AID 504467, 2011; note: potency is the fitted concentration of half-maximal effect; % is set by controls: 0 for no effect and ±100 for the full control effect; nearly all actives have a fitted effect of over 55% in size
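Cells (2,000 per well) received 5-fluorouridine plus test compound or DMSO and were incubated 16 hr at 37 °C, 5% CO2. Luciferase activity was read by luminescence 30 min after ONE-Glo addition; signal suppression marked inhibition of damage-induced ELG1 function.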
A-T KAP1 phos: qHTS Assay for Identifying a Potential Treatment of Ataxia-Telangiectasia. Potency, µM (titrated, usually from 57.5 µM), inactives show at the highest dose activation, hits mostly activators. […] A-T fibroblasts, KAP-1 phosphorylation AlphaLISA; neocarzinostatin DNA damage 30 min before lysis. 320,000 tested, 0.19% active; note: potency is the fitted concentration of half-maximal effect; % of control where 0% means no effect; nearly all actives have a fitted effect of over 45% in size
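hTERT-immortalized A-T patient fibroblasts ([…]), 500 cells/well in OPTI-MEM, 1% FBS, got compounds for 60 min, then NCS for 30 min at 37C. Lysates were then assayed for phospho-KAP-1 by AlphaLISA (anti-pKAP1 donor, anti-KAP1 acceptor beads), 6 hr at 25C.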
TSHR antagonist: Antagonists of the Thyroid Stimulating Hormone Receptor: HTS campaign | activity change, negative = inhibition, % at 11.5 µM | 330,000 tested, 0.2% active | AID 504810, 2011 | TSHR-expressing cells, TSH-stimulated cAMP HTRF, 2 h; active compounds read low;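 active = activity change below a set negative limit, meaning inhibition stronger than a set level, cut at about -70% in these data; inconclusive = activity change between two set negative limits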; note: % is set by controls: 0 for no effect and ±100 for the full control effect
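Read-out is FRET at 665 nm (cryptate excitation 337 nm) from a cryptate-tagged anti-cAMP antibody, competed by cell cAMP against cAMP-d2. Compounds are tested on freshly harvested TSHR cells challenged with 4nM TSH (EC80) for 2 hours at 37 deg C.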
Eya2 phos inh: qHTS Assay for Inhibitors of the Phosphatase Activity of Eya2; recombinant Eya2, OMFP fluorescence dephosphorylation (OMFP is methylfluorescein phosphate); Potency, µM (doses to about 76.9 µM), for the others: at the highest dose activity, negative = inhibition, actives largely listed as inhibitors; 330,000 tested, 0.006% active; note: potency is the fitted concentration of half-maximal effect; % is set by controls: 0 for no effect and ±100 for the full control effect
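Eya2 (0.2 uM) preincubated 10 min at ambient with compound, then OMFP substrate added at 50 uM; 10 min reaction in 50 mM HEPES pH 7.5, 50 mM NaCl, 5 uM MgCl2, 0.05% BSA, 1 mM DTT. Fluorescence read at Ex 485/Em 525 nm.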
hERG WT inh: qHTS for Inhibitors of KCHN2 3.1: Wildtype qHTS. Voltage-gated inwardly rectifying potassium channel KCNH2 (Homo sapiens), Q12809. U2OS, BacMam KCNH2, thallium flux FluxOr; active compounds read low. activity change, % at 1.84 µM. 340,000 tested, 0.37% active. AID 720551, 2013;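 active = maximum activity change below -70%; inconclusive = maximum activity change between -70% and -50%; inactive = maximum activity change above -50%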; note: % is set by controls: 0 for no effect and ±100 for the full control effect
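U2OS cells transduced with wild-type KCNH2 virus are loaded with FluxOr dye for 45 min, and thallium flux is measured in kinetic reads before and after stimulation buffer. Rate constants are normalized to DMSO controls.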
Mito fusion yeast: qHTS Assay for Small Molecule Inhibitors of Mitochondrial Division or Activators of Mitochondrial Fusion | S. cerevisiae fusion-defective mutant growth rescue, CellTiterGlo 48 h | Potency, µM (highest dose often 46.1 µM), for inactives: top-dose growth rescue (activation), usual class: activators | 320,000 tested, 0.23% active;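 note: potency is the fitted concentration of half-maximal effect; % of control where 0% means no effect; nearly all actives have a fitted effect of over 45% in size; temperature-sensitive fusion mutants such as fzo1-1 at 37 °C on non-fermentable ethanol glycerol medium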
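Yeast fusion mutant, YPEG (non-fermentable carbon), compound, 48 h at 37C non-permissive; CellTiterGlo added, 10 min RT, luminescence read. Rescued growth = division inhibition.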
USP2a inh: qHTS Assay for Inhibitors of Ubiquitin-specific Protease USP2a Using CHOP2 as the Reporter; USP2 core, Ub-CHOP2 coupled fluorogenic reporter, 485/531; Potency, µM (titrated, usually from 38.3 µM), inactives show at the highest dose activity change, negative = inhibition, hits mostly inhibitors; 330,000 tested, 0.01% active; AID 463254, 2010;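 note: potency is the fitted concentration of half-maximal effect; plate controls were DMSO wells for no effect and full inhibition by NEM control for full effect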
Target sequence (O75604 whole entry, looked up): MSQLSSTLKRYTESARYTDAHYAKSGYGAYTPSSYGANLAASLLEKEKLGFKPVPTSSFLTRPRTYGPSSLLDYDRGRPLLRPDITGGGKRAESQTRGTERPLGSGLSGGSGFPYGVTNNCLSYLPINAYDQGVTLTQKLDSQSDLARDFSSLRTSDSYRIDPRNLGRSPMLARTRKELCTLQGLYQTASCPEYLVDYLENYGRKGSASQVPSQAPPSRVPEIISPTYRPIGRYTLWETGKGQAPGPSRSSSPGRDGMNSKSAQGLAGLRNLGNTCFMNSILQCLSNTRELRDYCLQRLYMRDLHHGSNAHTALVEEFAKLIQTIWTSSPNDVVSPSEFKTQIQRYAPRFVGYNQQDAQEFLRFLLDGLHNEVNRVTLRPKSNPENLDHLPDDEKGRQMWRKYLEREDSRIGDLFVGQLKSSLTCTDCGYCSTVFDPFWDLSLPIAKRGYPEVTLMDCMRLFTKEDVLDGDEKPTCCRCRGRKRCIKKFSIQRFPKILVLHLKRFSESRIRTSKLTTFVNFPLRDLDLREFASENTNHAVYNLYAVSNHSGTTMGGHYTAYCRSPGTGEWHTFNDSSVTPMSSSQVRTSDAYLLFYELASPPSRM
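Cell-free coupled assay: 10nM USP2 core preincubated 30min RT with compound in Tris-HCl pH 8.0/CaCl2/CHAPS buffer, then 25nM Ub-CHOP2 and 25nM reporter substrate; fluorescence (Ex 485/Em 531) read after 60min RT, normalized to NEM inhibition, concentration-response curves fitted.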
TCR act: Activators of T cell receptors: qHTS campaign; Potency, µM (series often up to 9.22 µM), without a hit: at the top dose activation of IL-2 secretion, usual class: activators; AID 504894, 2011; 330,000 tested, under 10 active; primary human leukocytes, anti-CD3, IL-2 HTRF, 48 h; note: % of control where 0% means no effect
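Human primary leukocytes + a-CD3 beads + cpd, 48 hr; IL-2 in supernatant by HTRF (ex 320nm / em 665nm). No co-stimulatory signal supplied.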
KCNH2 3.1 block: qHTS for Inhibitors of KCHN2 3.1: Mutant qHTS; activity change, % (tested at about 1.8 µM); U2OS KCNH2 3.1, thallium flux FluxOr; active compounds read low; 340,000 tested, 0.95% active;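 active = maximum activity change below -70%; inconclusive = maximum activity change from -70% to -50%; inactive = maximum activity change above -50%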;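 note: thallium influx rate constant from kinetic fluorescence after stimulation buffer; % is set by controls: 0 for no effect and ±100 for the full control effect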
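Steps: virus added to U2OS suspension (4 h, RT, dark); medium with 10% FBS added, cells plated, 37 C overnight; FluxOr/Red40 loading buffer 45 min RT; stimulation buffer, 2 min kinetic read; rate constant normalized.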
TRPV1 ag: HTS Assay for Compounds that Act as Agonists of the Vanilloid Receptor 1; Transient receptor potential cation channel subfamily V member 1 (Homo sapiens), Q8NER1; activation, % at 8.33 µM; TRPV1-expressing cells, Fluo-8 calcium influx, agonist mode; 320,000 tested, 0.19% active; in the data active = activation above about 80%; inconclusive = between about 30% and that limit; note: 0% is about no effect
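Fluo-8 calcium influx in TRPV1-expressing cells, kinetic read (ex 480/em 520 nm). Compound added and read 3 min for agonist activity, followed by capsaicin at EC20 final and 2 min further read for enhancement.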
Active calls of the source: *; u = inconclusive; x = no result given; & = joins results of further samples; [ ] = dose if it differs, or a comment. Unless noted, calls come from the whole dose curve; as a rule, active = well fitted curve in the direction sought with a large enough effect; inconclusive = small, poorly fitted or top-dose-only effect, or another doubt; inactive = no such curve, though single readings can be large; an effect the other way counts as inactive or inconclusive.

SMILES	ELG1 repair inh	A-T KAP1 phos	TSHR antagonist	Eya2 phos inh	hERG WT inh	Mito fusion yeast	USP2a inh	TCR act	KCNH2 3.1 block	TRPV1 ag
CCCN1C[C@H](CSC)C[C@@H]2c3cccc4[nH]cc(c34)C[C@H]21	5%	-1%	-27&-4	3%&-7%	33	20%&0%	6%	-2%	-14	7
O=c1[nH]c(CN2CCN(S(=O)(=O)c3ccccc3C(F)(F)F)CC2)nc2sc3c(c12)CCCC3	16µM*	-11%	27	-28%	-3	23%	-3%	-4%	-5	-9
COc1ccc(CNC(=O)c2c(-c3cc(Cl)c(OC)c(Cl)c3)noc2C)cc1	u	2%	15	-2%	-2	0%	0%	4%	-5	u
C=CCC1(CC=C)CCCN1C(=O)C1CCC(=O)N(CCc2ccccc2)C1 (stereo not drawn)	u	17%	15	-8%	9	-3%	3%	x	-5	23
O=C(CSc1nnc(NC2CCCCC2)s1)Nc1ccc(N2CCOCC2)cc1	u	1%	21	4%	3	0%	1%	x	3	4
COc1cc(OC)cc(C(=O)NC2CC3CCC(C2)N3C)c1 (stereo not drawn)	1%	5%	-2	-3%	10	-3%	2%	-5%	-12	2
O=C(Nc1ccccc1C(F)(F)F)N1CCCC1c1cccnc1 (stereo not drawn)	1%	3%	-10	0%	-4	-2%	2%	-3%	3	3
COc1ccc(S(=O)(=O)n2ccc(-c3ccc4c(c3)CCC(C)(C)O4)n2)cc1	u	4%	-29	-10%	-13	-4%	1%	7%	-3	3
Cc1ccc(S(=O)(=O)c2cccc(S(=O)(=O)N3CCCC3)c2)cc1S(=O)(=O)N1CCCC1	u	9%	-2	-21%	23	6%	-8%	2%	-8	12
CCOC(=O)C1CCN(c2c(Nc3ccc(C)c(C)c3)c(=O)c2=O)CC1	-11%	3%	-1	-5%	-8	2%	0%	-8%	-5	1
NS(=O)(=O)c1ccc(NC(=S)NCc2cccc(Cl)c2)cc1	22%	4%	9	-1%	-3	-4%	2%	1%[46.1 µM]	1	19
CCN1CCCC1CNC(=O)c1cc2ccc(OC)cc2[nH]1 (stereo not drawn)	11%	13%	-1	-15%	15	4%	-2%	-3%	-13	5
O=S(=O)(NCc1ccc(Cl)cc1)c1cccc2cccnc12	-7%	1%	-3	6%	-3	0%	-1%	-1%	3	5
Cc1c(O)nc(SC2CC(=O)N(c3ccccc3)C2=O)[nH]c1=O (stereo not drawn)	x	x	x	x	-1	-10%	x	-6%	-1	-2
Cc1ccc(CCNC(=O)C2CC(c3ccccc3C(F)(F)F)=NO2)cc1 (stereo not drawn)	5%	-19%	-8	-22%	2	u	0%	3%	6	-8
COC(=O)CCSCC(=O)Nc1ccc(C)c(S(=O)(=O)N2CCCCC2)c1	u	-3%	-6	-6%	4	2%	-1%	5%	-12	17
C=CCc1c(C)nc(-c2ccccc2)nc1N/N=C(\C)c1ccccc1	u	-2%	-5	1%	9	-3%	-1%	-2%[46.1 µM]	-42	14
S=c1[nH]nc(-c2ccncc2)n1/N=C/c1ccccc1Cl	-4%	0%	6	-24%	-34	-1%	2%	2%	-1	3
O=C1CN(C(=O)CSc2nc3ccccc3n2CCc2ccccc2)c2ccccc2N1	u	1%	-2	-4%	-3	-2%	-1%	0%[46.1 µM]	-9	12
CCN1CCC(N2CCN(c3ccccc3OC)CC2)CC1	7%	-4%	-1	-5%	-11	-2%	3%	x	-8	0
COc1ccccc1N=C(C)C1=C(O)COC1=O	8%	1%	-5	10%	1	0%	1%	5%	2	-2
Cc1[nH]nc2c1C(c1cccs1)C(C#N)=C(N)O2 (stereo not drawn)	0%	18%	3	0%	-1	-7%	2%	1%	15	0
CCOc1ccc(N(C)S(=O)(=O)c2ccc(C)c(C(=O)Nc3nnc(C4CC4)s3)c2)cc1	-19%	0%	-15	-22%	9	10%	0%	1%	30	-2
CC1(C)Cc2ccccc2-c2nc(NCCCO)n(-c3ccccc3)c(=O)c21	u	3%	-1	5%	2	3%	1%	-9%	2	16
Cc1ccc(OCC(O)CNC2CCCC2)c(C)c1 (stereo not drawn)	10%	2%	-9	2%	14	-7%	2%	x	16	8

Reprinted from the part before: two compounds, then new ones.
SMILES	ELG1 repair inh	A-T KAP1 phos	TSHR antagonist	Eya2 phos inh	hERG WT inh	Mito fusion yeast	USP2a inh	TCR act	KCNH2 3.1 block	TRPV1 ag
CC1(C)Cc2ccccc2-c2nc(NCCCO)n(-c3ccccc3)c(=O)c21	u	3%	-1	5%	2	3%	1%	-9%	2	16
Cc1ccc(OCC(O)CNC2CCCC2)c(C)c1 (stereo not drawn)	10%	2%	-9	2%	14	-7%	2%	x	16	8
COc1ccc(C(=S)N2CCNCC2)cc1	-4%	-4%	10	20%	10	-8%	3%	-2%	-3	1
CCCC(C(=O)NCc1ccco1)N(C(=O)CNS(=O)(=O)c1ccccc1)C1CCCC1 (stereo not drawn)	-4%	-2%	-3	-10%	5	-1%	0%	1%	2	13
S=C(NCCN1CCOCC1)Nc1ccc(Cl)cc1	6%	3%	-4	-1%	32	-11%	-1%	-8%[46.1 µM]	12	-1
O=C1CC(NCc2ccco2)C(=O)N1CCc1ccccc1 (stereo not drawn)	12%	-3%	1	-12%	-6	-2%	0%	0%	7	0
Cc1sc(NC(=O)c2cc(-c3ccc(Cl)cc3)nc3ccccc23)c(C(N)=O)c1C	-5%	-2%	5	7%	-11	6%	2%	-9%	x	1
CCn1cnc2c(oc3ccccc32)c1=O	u	-1%	3	-2%	-2	22%	-1%	0%	4	-3
O=C(Oc1c(Cl)cc(Cl)c2cccnc12)c1cccs1	u	-3%	-14	-19%	-1	-1%	4%	8%[46.1 µM]	5	2
O=C(NCCS(=O)(=O)N1CCN(c2ccc(F)cc2)CC1)C12CC3CC(CC(C3)C1)C2	u	1%	3	-24%	5	26%	-1%	2%	-3	12
O=C(O)CN1C(=O)CC(Cc2ccc(Cl)cc2)C1=O (stereo not drawn)	10%	-2%	2	14%	3	0%	2%	-1%	12	-2
COC(=O)CCC(=O)Nc1ccc(NC(=O)CCC(=O)OC)cc1	12%	2%	9	-4%	3	3%	0%	0%	-2	0
CCC(CC)C(=O)Oc1c(Sc2ccccc2[N+](=O)[O-])c(C)nn1C(C)(C)C	1%	-3%	-8	-5%	1	3%	-1%	5%[46.1 µM]	-46	u
Cc1ccc(S(=O)(=O)CCC(=O)OCC(=O)NC2CCS(=O)(=O)C2)cc1 (stereo not drawn)	11%	4%	-2	0%	1	-3%	-1%	5%	16	-3
Cc1c(NC(=O)COC(=O)C2=COCCO2)cccc1[N+](=O)[O-]	21%	-6%	5	10%	0	2%	3%	3%	-3	5
COc1cc(C(=O)O/N=C2\C=CC(=O)C=C2C)cc(OC)c1OC	2%	-7%	12	-8%	-2	-2%	2%	-2%[46.1 µM]	34	1
CCNC(=O)C/C(C)=N/NC(=O)C(=O)Nc1ccc(CC)cc1	u	-2%	2	2%	0	2%	3%	2%	1	4
Cc1cccn2c(=O)c(C=NCCO)c(Nc3ccc(Cl)cc3)nc12	-6%	4%	0	14%	x	-2%	0%	x	x	-1
O=C(NCCc1ccccc1)C1CCCN(S(=O)(=O)c2cnc[nH]2)C1 (stereo not drawn)	4%	14%	7	-9%	5	4%	1%	-7%	20	-1
COc1cccc(-n2c(=S)sc3c(=O)n(-c4ccccc4OC)c(SCC4OCCO4)nc32)c1	u	-3%	2	6%	9	1%	-2%	-5%	4	4
Cc1ccc(-c2csc(NC(=O)C3=COCCO3)n2)cc1C	u	-9%	-29	7%	0	u	0%	5%	7	20
CSc1nccc(-c2nn(-c3ccc(C)cc3)ccc2=O)n1	u	-3%	20	20%	-4	-1%	2%	2%	-1	21
COc1ccc(N2CCN(C(=O)CNC(=O)c3ccc(Br)o3)CC2)cc1	-19%	1%	7	-9%	-1	1%	0%	0%	x	0
CSc1ccc(C(=O)N2CCC(n3nccc3NC(=O)C3CC3)CC2)cc1	24%	18%	-1	-16%	16	0%	5%	-7%	-5	1
Clc1ccc(CN=C(Nc2ccccc2)NC2CCCCC2)cc1	u	10%	-1	5%	12	2%	2%	2%	-2	0
CCOc1ccc(CC(=O)NNC(=S)NC)cc1	0%	-15%	3	u	-1	-6%	0%	0%	-2	-1
Cc1ccc(NC(=O)Nc2ccon2)cc1	u	1%	-7	3%	-8	-3%	-1%	-2%	-8	15

These rows are one share of the data; count on the stated rates, not on these rows.
